TDP-43 yeast inh: qHTS of TDP-43 Inhibitors; TDP-43 expressing yeast growth rescue, BacTiter-Glo, 24 h; Potency, µM (highest dose often 46.1 µM), inactives show at the highest dose growth rescue (activation), hits mostly activators; hit rate 1.8% among 410,000; AID 652104, 2013; note: potency is the fitted concentration of half-maximal effect; % of control where 0% means no effect; nearly all actives have a fitted effect of over 50% in size
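In this qHTS, compounds that restore growth of yeast expressing TDP-43 appear as activators. Cells (OD600=0.02, galactose medium, raffinose-pregrown) are incubated with compound 24 hr at 30 deg C and growth is quantified by BacTiter-Glo.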
FUS yeast rescue: qHTS for Suppressors of FUS Proteinopathy: Primary screen using FUS-linked yeast assay; S. cerevisiae FUS-expressing, growth rescue, OD600, 24 h; Potency, µM (doses to about 76.6 µM), for the others: at the top dose growth rescue (activation), usual class: activators; hit rate 0.24% among 390,000;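 note: potency is the fitted concentration of half-maximal effect; plate controls were DMSO vehicle for no effect and reference control for full effect; nearly all actives have a fitted effect of over 55% in size; some results filed as inactive show a strong effect at the top dose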
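Cultures pregrown in 2.5% raffinose medium are shifted to minimal medium containing 2% galactose to express toxic FUS. Compounds are tested at several concentrations. After 24hr at 30C, growth is quantified at 600 nm absorbance.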
aSyn yeast inh: qHTS of alpha-syn Inhibitors; Potency, µM (titrated, usually from 46.1 µM), for inactives: at the top dose growth rescue (activation), most hits filed as activators; Yeast expressing alpha-synuclein, growth rescue, BacTiter-Glo, 24 h; hit rate 0.14% among 370,000; note: potency is the fitted concentration of half-maximal effect; % of control where 0% means no effect; nearly all actives have a fitted effect of over 65% in size
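Rescue of yeast growth: cells expressing toxic alpha-synuclein, induced in galactose at OD600 0.02, incubated with compound 24 h at 30 C. ATP luminescence quantified growth; inhibitors of toxicity appear as activators.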
Akt phos inh: HTS Assay for Inhibitors of Akt Phophorylation: Primary Screen; Neuro2A IGF-stimulated pAkt S473 HTRF, 20 min; stronger effect = lower value; hit rate 0.32% among 360,000; AID 651550, 2012; activity change, % for hits at 50 µM; in the data active = activity change below about -80%; inconclusive = mostly about -51% to -80%; note: % is set by controls: 0 for no effect and ±100 for the full control effect
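Single-point screen (50 µM final compound) in Neuro2A cells stimulated 20 min with 6 nM IGF at 37 deg C. After lysis, Ser473-phosphorylated Akt read by HTRF (ex 330 nm, em 615/665 nm) as the 665/615 ratio.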
PTHR1 ag: qHTS for PTHR1 Agonists: Primary Screen; HEK293 GP2 PTHR1 cells, GloSensor cAMP luminescence, 1 h; AID 743266, 2014; hit rate 0.075% among 410,000; Potency, µM (series often up to 115 µM), without a hit: top-dose activation, most hits filed as activators; Parathyroid hormone/parathyroid hormone-related peptide receptor (Homo sapiens), Q03431; note: potency is the fitted concentration of half-maximal effect; nearly all actives have a fitted effect of over 55% in size; some results filed as inactive show a strong effect at the top dose; inactives centre near -15; many of its hits are not listed in these tables
Target sequence (Q03431 whole entry, looked up): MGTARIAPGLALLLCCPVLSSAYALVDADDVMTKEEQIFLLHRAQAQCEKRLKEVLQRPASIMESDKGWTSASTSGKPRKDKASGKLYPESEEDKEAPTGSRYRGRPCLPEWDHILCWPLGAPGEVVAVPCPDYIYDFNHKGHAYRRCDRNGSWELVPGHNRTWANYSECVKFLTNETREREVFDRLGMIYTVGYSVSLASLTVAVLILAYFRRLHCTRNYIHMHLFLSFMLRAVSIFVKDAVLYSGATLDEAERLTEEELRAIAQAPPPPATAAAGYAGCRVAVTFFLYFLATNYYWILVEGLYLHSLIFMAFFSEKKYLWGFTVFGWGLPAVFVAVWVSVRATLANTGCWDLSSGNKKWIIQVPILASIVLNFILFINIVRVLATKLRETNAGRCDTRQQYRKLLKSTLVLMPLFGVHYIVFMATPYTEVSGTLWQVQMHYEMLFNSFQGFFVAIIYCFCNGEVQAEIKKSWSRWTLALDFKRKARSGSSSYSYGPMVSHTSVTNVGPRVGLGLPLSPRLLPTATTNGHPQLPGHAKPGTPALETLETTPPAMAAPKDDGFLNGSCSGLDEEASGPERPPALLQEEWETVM
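HEK-293-derived GP2 cells expressing PTHR1 and a GloSensor cAMP reporter, 3,000/well, plated overnight, given luciferin plus IBMX (each 0.5 mM as added) for 1 h at 37 °C, then compound for 1 h at 37 °C. Luminescence was read after 15 min at room temperature.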
GLP1R inv ag: qHTS of GLP-1 Receptor Inverse Agonists (Inhibition Mode) | Glucagon-like peptide 1 receptor (Homo sapiens), P43220 | HEK293 GLP-1R CRE-luciferase, luminescence, 24 h; GLP-1R form is constitutively active | Potency, µM (top dose mostly 38.3 µM), without a hit: at the highest dose activity change, negative = inhibition, most hits filed as inhibitors | hit rate 1.6% among 410,000 | AID 624417, 2012; note: potency is the fitted concentration of half-maximal effect; % is set by controls: 0 for no effect and ±100 for the full control effect; nearly all actives have a fitted effect of over 55% in size
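Using stably transfected HEK293 (constitutively active GLP-1R, cAMP-luciferase reporter), compounds were incubated 24 hr and luciferase measured by luminescence.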
D3 antag: qHTS of D3 Dopamine Receptor Antagonist: qHTS. D(3) dopamine receptor (Homo sapiens), P35462. D3R cells, DiscoveRx beta-arrestin luminescence, antagonist mode; stronger effect = lower value. max response, negative = inhibition, %. hit rate 2.5% among 360,000; in the data active = max response below about -50%; inconclusive = no clear call, values can overlap the other calls; note: % is set by controls: 0 for no effect and ±100 for the full control effect; mostly tested at two doses, the higher about 12 µM
Target sequence (P35462 whole entry, looked up): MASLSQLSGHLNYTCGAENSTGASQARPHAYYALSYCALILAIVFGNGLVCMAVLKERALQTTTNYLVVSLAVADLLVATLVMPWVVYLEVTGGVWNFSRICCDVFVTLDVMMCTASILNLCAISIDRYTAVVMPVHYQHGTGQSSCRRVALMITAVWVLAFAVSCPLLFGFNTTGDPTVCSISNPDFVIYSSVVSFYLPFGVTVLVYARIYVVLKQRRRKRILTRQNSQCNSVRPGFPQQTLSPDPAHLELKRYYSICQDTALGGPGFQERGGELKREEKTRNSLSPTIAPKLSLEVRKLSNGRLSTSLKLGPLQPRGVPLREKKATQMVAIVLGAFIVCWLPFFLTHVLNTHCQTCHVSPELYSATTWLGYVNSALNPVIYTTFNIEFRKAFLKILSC
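Cells plated overnight at 1500 cells/well, then exposed to library compounds with dopamine controls for 90 minutes at 37 degrees C. DiscoveRx reagent added for 30–60 minutes at room temperature; luminescence read, quantitative HTS format.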
Abeta rescue: qHTS for compounds that reverse cellular toxicity of Amyloid beta (A-beta) peptide in yeast: Primary Screen | hit rate 0.063% among 410,000 | yeast expressing A-beta42, growth rescue, OD600, 48 h; response scale: 0% DMSO, 100% iron-clioquinol control | Potency, µM (titrated, usually from 46.1 µM), for inactives: at the top dose growth rescue, usual class: activators; note: potency is the fitted concentration of half-maximal effect; nearly all actives have a fitted effect of over 55% in size
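Growth rescue measured by 600 nm absorbance after 48 h yeast culture at 30 C with compound. Values normalized between DMSO and an equimolar ferric chloride plus clioquinol control.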
GLP-1R agonist: qHTS of GLP-1 Receptor Agonists. Potency, µM (top dose mostly 45.6 µM), for inactives: at the highest dose activation, usual class: activators. Glucagon-like peptide 1 receptor (Homo sapiens), P43220. HEK293 GLP-1R CRE-luciferase, luminescence, 4-6 h; cells express a hypersensitive GLP-1R form. hit rate 0.007% among 380,000. AID 624172, 2012; note: potency is the fitted concentration of half-maximal effect; % of control where 0% means no effect
An asterisk follows results filed as active; i = inactive; ? = inconclusive; nt = not tested or not shown; [ ] = remark or other dose. Unless noted, calls come from the whole dose curve; as a rule, active = well fitted curve in the direction sought with a large enough effect; inconclusive = small, poorly fitted or top-dose-only effect, or another doubt; inactive = no such curve, though single readings can be large; an effect the other way counts as inactive or inconclusive.

SMILES	TDP-43 yeast inh	FUS yeast rescue	aSyn yeast inh	Akt phos inh	PTHR1 ag	GLP1R inv ag	D3 antag	Abeta rescue	GLP-1R agonist
Cc1ccc2c(C)nc(Nc3nc(CSc4nc5ccccc5[nH]4)cc(=O)[nH]3)nc2c1	0%	32%	0%	i	-7%	-13%	-4	10%	2%
CCc1ccc(S(=O)(=O)c2nnn3c2nc(N2CCCC2)c2sccc23)cc1	-9%	-6%	nt	nt	?	4%	nt	-8%	nt
Oc1cccc2cnccc12	-5%	-27%	2%	i	-31%[inhibitor]	?	1	18%	-2%
Cc1ccc(C(=O)N2CCN(CCNC(=O)C(=O)NCc3ccc(Cl)cc3)CC2)cc1	-1%	6%	-2%	i	-3%	-7%	-78*	19%	-3%
O=C(CN1C(=O)c2ccccc2C1=O)NNC1=NS(=O)(=O)c2ccccc21	15%	nt	3%	i	-17%	11%	-9	-6%	0%
O=C(Cc1coc2ccc3ccccc3c12)N1CCN(c2ncccn2)CC1	?	29%	5%	i	-9%	-10%	-5	-4%	-2%
CSCCC(C(=O)NC1=NCCS1)N1C(=O)c2ccccc2C1=O (stereo unspecified)	-4%	1%	-3%	i	-6%[57.5 µM]	10%	?	6%	-4%
O=C(NC1C(=O)NNC1c1ccccc1)c1ccc(F)cc1 (stereo unspecified)	-9%	20%	-6%	i	-20%[57.5 µM]	2%	0	15%	-8%
COc1ccc(OC)c(C(=O)CSc2nnc(Cc3cccs3)n2C)c1	-2%	19%	-10%	i	i	-4%	-13	-1%	10%
C=CCc1cc(C)ccc1OCCn1ccnc1	4%	5%	0%	i	i	-14%	-28	5%	6%
COc1ccc(C(=O)NCC2COc3ccccc3O2)cc1S(=O)(=O)N1CCOCC1 (stereo unspecified)	9%	nt	4%	i	-18%	3%	4	-6%	2%
CNC(=O)c1c(NC(=O)CCS(=O)(=O)c2ccccc2)sc(C)c1C	6%	14%	4%	i	i	-3%	21	-8%	-1%
CCn1c(NC(=O)c2ccc(F)cc2)c2ccccc2nc1=O	24%	-3%	7%	i	1%[57.5 µM]	-6%	15	18%	9%
CC(=O)Nc1ccc(S(=O)(=O)N(C)CC(=O)OC(C)C(=O)N(C)Cc2ccccc2)cc1 (stereo unspecified)	11%	nt	0%	i	i	9%	-17	9%	-2%
Cc1ccc(S(=O)(=O)N2CCC(C(=O)OC(C)C(=O)NC(N)=O)CC2)cc1C (stereo unspecified)	11%	-12%	-3%	i	-13%	0%	20	11%	-1%
O=C(C1=C[C@H](c2ccc(C(F)(F)F)cc2)C[C@H](OCCCCO)O1)N1CCN(Cc2ccc3c(c2)OCO3)CC1	11%	20%	5%	i	i	?	?	-10%	4%
Cc1ccc(NC(=O)CSCC(=O)Nc2nnc(C)s2)cc1	-3%	3%	-3%	i	i	1%	3	-8%	1%
CNC(=S)Nc1cc(Cl)ccc1Oc1ccccc1	0%	nt	-6%	i	i	?	14	26%	0%
c1ccc2c(c1)NC1(CCCCCC1)n1c-2nc2ccccc21	10%	19%	3%	i	i	-9%	13	-14%	18%
Cc1nc2c3cc(F)ccc3n(Cc3ccccc3F)c2s1	11µM*	17%	-19%	i	i	?	-14	-1%	?
Cc1csc(NC(=O)/C=C/c2ccc(C)o2)n1	4%	13%	-3%	i	i	23%	5	-14%	1%
COCCCNC(=O)Cn1c(=O)n(Cc2ccc(F)cc2)c(=O)c2sccc21	3%	0%	-9%	i	-15%	-1%	-21	18%	3%
Cc1cc2c(cc1S(=O)(=O)NCc1ccccc1)NC(=O)CO2	-12%	-12%	-3%	i	i	?	5	-4%	9%
Cc1ccc(CNC(=O)CSC2=Nc3ccccc3C3=NC(C)C(=O)N23)cc1 (stereo unspecified)	3%	18%	nt	nt	-16%	11%	nt	-10%	nt

Laid out differently: entries from further up
SMILES,TDP-43 yeast inh,FUS yeast rescue,aSyn yeast inh,Akt phos inh,PTHR1 ag,GLP1R inv ag,D3 antag,Abeta rescue,GLP-1R agonist
CNC(=O)c1c(NC(=O)CCS(=O)(=O)c2ccccc2)sc(C)c1C,6%,14%,4%,i,i,-3%,21,-8%,-1%
CCn1c(NC(=O)c2ccc(F)cc2)c2ccccc2nc1=O,24%,-3%,7%,i,1%[57.5 µM],-6%,15,18%,9%
CC(=O)Nc1ccc(S(=O)(=O)N(C)CC(=O)OC(C)C(=O)N(C)Cc2ccccc2)cc1 (stereo unspecified),11%,nt,0%,i,i,9%,-17,9%,-2%
Cc1ccc(S(=O)(=O)N2CCC(C(=O)OC(C)C(=O)NC(N)=O)CC2)cc1C (stereo unspecified),11%,-12%,-3%,i,-13%,0%,20,11%,-1%
O=C(C1=C[C@H](c2ccc(C(F)(F)F)cc2)C[C@H](OCCCCO)O1)N1CCN(Cc2ccc3c(c2)OCO3)CC1,11%,20%,5%,i,i,?,?,-10%,4%

Further results follow:
SMILES	TDP-43 yeast inh	FUS yeast rescue	aSyn yeast inh	Akt phos inh	PTHR1 ag	GLP1R inv ag	D3 antag	Abeta rescue	GLP-1R agonist
CCOc1ccc(CCNC(=O)CCc2c(C)nc3c(c(C)nn3-c3ccc(C)c(C)c3)c2C)cc1	9%	-22%	nt	nt	-24%	2%	nt	4%	-1%
CCOC(=O)C1CCCN(C(=O)CCCn2nnnc2CN2CCC(C)CC2)C1 (stereo unspecified)	-7%	12%	-7%	i	-14%	14%	-9	-12%	-8%
COc1ccc(CN(C)CC(=O)NC(C)c2ccccc2)cc1OC (stereo unspecified)	12%[9.22 µM]	-5%	-2%	i	i	61%[activator]	-14	-18%	18%
O=[N+]([O-])c1ccc(OCc2cnc(Cl)s2)cc1	14%	-20%	-7%	i	-14%	13%	13	4%	6%
O=C(CCc1nnc2ccc(NCc3ccco3)nn12)Nc1ccc(F)cc1	-2%	-3%	3%	i	?	28%	5	6%	9%
COc1ccc2c(CC(=O)OCc3nc4ccsc4c(=O)[nH]3)coc2c1	13%	nt	7%	i	i	19%	17	2%	0%
O=C(N/N=C/CCc1ccccc1)c1ccc(CN2c3cccc4cccc(c34)S2(=O)=O)cc1	-6%	22%	8%	i	-8%	15%	9	9%	-1%
COc1ccc2cc(C#CC3=CC(=O)C[C@H](c4ccc(F)cc4)C3)ccc2c1	24%	10%	13%	i	-1%	-6%	9	1%	-7%
CCCCNC(=S)NNC(=O)c1cc(C2CC2)nc2ccccc12	?	nt	3%	i	i	19%	-24	2%	-5%
COc1ccc(Nc2cc(C)c3cc([N+](=O)[O-])ccc3n2)cc1	16%	-20%	-5%	i	i	?	?	-17%	11%
CCOC(=O)c1c(NC(=O)Cn2cnc([N+](=O)[O-])n2)sc(C)c1C	-10%[0.397 µM]	20%	-6%	i	-41%[inhibitor]	32%[activator]	-13	18%	?
COCCCNC(=O)C[C@@H]1C[C@@]2(C(=O)OC)CC(C)(C)CC=C2N(Cc2ccc3c(c2)OCO3)C1=O	0%	26%	1%	i	-3%	-11%	8	4%	nt
CSCCC(NC(=O)c1ccco1)C(=O)NCc1ccc2c(c1)OCO2 (stereo unspecified)	22%	1%	-2%	i	i	-2%	18	5%	13%
CN(C)C1CN(Cc2cn(Cc3ccc(C(F)(F)F)cc3)nn2)S(=O)(=O)C1 (stereo unspecified)	21%	-23%	-5%	i	-21%	13%	-24	-3%	5%
Cc1noc(C)c1C(=O)NC(C)c1ccc2c(c1)OCO2 (stereo unspecified)	-16%	5%	0%	i	-7%[57.5 µM]	-1%	5	7%	-12%
Cc1ccc(C(=O)Nc2ccc(N3CCN(C(=O)c4ccco4)CC3)cc2)cc1	15%	29%	-9%	i	-11%	-5%	-13	-2%	8%
CC(C)OCCCNC(=O)NC12CC3CC(CC(C3)C1)C2	2%	0%	3%	i	i	-4%	22	5%	1%
C=C1C(O)C[C@@H](C(C)C)N(CC(C)C)S1(=O)=O (stereo partly specified)	19%	-26%	-2%	i	-1%	11%	-6	0%	2%
CCCc1cc(C(=O)NC2CCCC2)no1	-5%	-37%	-4%	i	i	-23%	0	0%	7%
Cc1ccc(-c2cccc([C@H]3[C@@H]4C=CC[C@@H](C)[C@@H]4C(=O)N3Cc3ccccc3)c2)cc1	-4%	-16%	14%	i	-23%	?	?	1%	4%
CCCCCCCCN1C(=O)[C@H](CC(=O)NCC23CC4CC(CC(C4)C2)C3)C[C@@]2(C(=O)OCC)CCC=C12	-18%	?	2%	i	-27%	3%	35	5%	nt
COc1cc(/C=C(\C#N)c2nc3ccccc3[nH]2)cc(Br)c1OCc1ccccc1	12%	37%	-3%	i	-25%	?	-3	-3%	2%
CC1=C(C(=O)Nc2ccc(Cl)cc2)C(c2cccs2)n2nc(SCc3cccc(Cl)c3)nc2N1 (stereo unspecified)	20%	-13%	nt	nt	-17%	0%	nt	-1%	1%
O=C(CN1C(=O)C2CCCCC2C1=O)Nc1cccc(C(F)(F)F)c1 (stereo unspecified)	16%	18%	8%	i	-27%	?	-11	6%	-12%
COc1cc(/C=N\NC(=O)C2COc3ccccc3O2)cc(OC)c1O (stereo unspecified)	-4%	2%	8%	i	-6%	16%	-1	5%	16%
CC(OC(=O)C1CC(=O)N(Cc2ccccc2)C1)C(=O)Nc1ccc(F)cc1Cl (stereo unspecified)	1%	7%	4%	i	i	11%	?	11%	11%
Cc1ccc(CNC(=O)OC2CC3CC2[C@H]2CCCCN2C3=O)cc1 (stereo partly specified)	11%	-3%	-4%	i	4%	-1%	0	-14%	5%
CSc1nc2ccc(NS(=O)(=O)c3ccc4c(c3)OCCO4)cc2s1	?	23%	5%	i	-16%[57.5 µM]	2%	-1	-25%	1%

A portion of the library. The share of hits here may be higher or lower than overall.
